From PubChem BioAssay
CIT2 TOR yeast = alters CIT2-GFP fluorescence in TOR pathway yeast screen | GFP response vs DMSO, % at 10 µM | 0.065% of 320,000 active | S. cerevisiae CIT2-GFP strain, flow cytometry, 3 h; 100 means same as DMSO wells;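 active means GFP response relative to DMSO above a set limit, near the screen mean plus 3 SD, cut at about 150% in these data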;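 further: ratio of well median GFP fluorescence to mean of DMSO wells on the plate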
proCasp7 act = activates human procaspase-7, counter-screen for procaspase-3 activators | P55210 | activation, % at 8.5 µM | 0.093% of 330,000 active | recombinant procaspase-7, Ac-DEVD-pNA absorbance 405 nm; D23A/D198A/D206A triple mutant, cannot self-cleave; scale: DMSO 0, 5 µM enzyme 100;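 active means percent activation above the screen-wide mean plus 3 SD, cut at about 25% in these data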
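Replicates: singlicate. Assay system: Procaspase-7 triple mutant (PC-7 D3A). Signal: 405 nm absorbance of p-nitroaniline. Times: 1 h preincubation, 2 h reaction. Buffer or medium: Zinc-free HEPES pH 7.4 with 300 mM NaCl, 0.01% Triton X-100. Also added: DEVD-pNA substrate. Benchmarks: DMSO wells as 0%, DMSO with 5 µM added PC-7 as 100%.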
AGP1 TOR yeast = alters AGP1-GFP fluorescence in TOR pathway yeast screen; S. cerevisiae AGP1-GFP multiplex flow cytometry, 3 h; GFP as percent of DMSO wells; 0.02% of 320,000 active; GFP response vs DMSO, % at 10 µM;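 active means GFP response relative to DMSO above a set limit, near screen average plus 3 SD, cut at about 150% in these data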;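 further: median GFP channel fluorescence of the gated AGP1 strain per well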
procasp3 activ = activators of human procaspase-3 | P42574 | recombinant procaspase-3 D3A, Ac-DEVD-pNA absorbance 405 nm | activation, % at 8.5 µM | 0.11% of 330,000 active;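 active means activation above the mean of all tested compounds plus 3 SD, cut at about 21% in these data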;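 further: 0% = DMSO alone and 100% = DMSO wells spiked with extra 5 µM PC-3 D3A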
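assay system = Procaspase-3 D3A mutant | signal = absorbance at 405 nm, 0 and 120 min | times = 1 h preincubation plus 2 h reaction at 25 °C | repeats = single replicate | read-out = % activation between DMSO and enzyme-spiked controls | medium = Zinc-free HEPES saline buffer with Triton X-100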
AHR act = activates the human aryl hydrocarbon receptor; AHR-responsive luciferase reporter cells, luminescence; activation, % at 5 µM; 2.5% of 320,000 active; in the data active means activation above about 47%;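 further: 0% = vehicle wells and 100% = reference agonist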
Target sequence (P35869 whole entry, looked up): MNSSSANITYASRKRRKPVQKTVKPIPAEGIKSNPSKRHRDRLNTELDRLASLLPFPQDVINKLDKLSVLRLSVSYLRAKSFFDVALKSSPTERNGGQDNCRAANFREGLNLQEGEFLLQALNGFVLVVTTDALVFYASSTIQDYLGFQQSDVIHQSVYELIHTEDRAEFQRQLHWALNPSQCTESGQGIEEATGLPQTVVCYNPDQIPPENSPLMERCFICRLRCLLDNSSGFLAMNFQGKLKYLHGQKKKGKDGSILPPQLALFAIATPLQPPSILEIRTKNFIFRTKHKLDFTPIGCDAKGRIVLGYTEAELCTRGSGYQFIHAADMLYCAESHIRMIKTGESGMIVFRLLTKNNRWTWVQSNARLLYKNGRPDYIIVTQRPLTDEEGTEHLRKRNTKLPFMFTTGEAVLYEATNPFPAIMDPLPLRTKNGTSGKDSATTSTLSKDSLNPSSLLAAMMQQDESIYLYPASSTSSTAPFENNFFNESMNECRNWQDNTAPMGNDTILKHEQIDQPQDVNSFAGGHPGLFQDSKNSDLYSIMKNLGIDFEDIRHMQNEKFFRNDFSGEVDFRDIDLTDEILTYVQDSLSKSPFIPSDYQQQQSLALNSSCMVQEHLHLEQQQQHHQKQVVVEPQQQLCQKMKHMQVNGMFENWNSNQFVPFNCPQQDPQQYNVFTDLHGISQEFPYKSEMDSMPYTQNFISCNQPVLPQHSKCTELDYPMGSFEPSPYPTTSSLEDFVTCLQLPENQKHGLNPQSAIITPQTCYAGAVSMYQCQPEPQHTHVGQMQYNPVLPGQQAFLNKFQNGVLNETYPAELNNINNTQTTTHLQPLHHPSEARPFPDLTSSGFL
LAP4-GFP MLPCN = modulators of TOR pathway LAP4-GFP in S. cerevisiae; S. cerevisiae LAP4-GFP multiplex, flow cytometry GFP, 3 h; median GFP as percent of DMSO wells; GFP response vs DMSO, % at 10 µM; 0.34% of 320,000 active; AID 2023;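 active means GFP response vs DMSO above a set limit, about the screen mean plus 3 SD, cut at about 150% in these data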
RPL19A TOR yeast = modulators of TOR pathway RPL19A-GFP in S. cerevisiae; S. cerevisiae RPL19A-GFP strain, flow cytometry, 3 h; active compounds read low; AID 2025; percent response vs DMSO, % at 10 µM; 0.3% of 330,000 active;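 active means percent response vs DMSO below 50%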;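 further: median channel GFP fluorescence of the barcoded RPL19A-GFP strain; ratio of sample median GFP to plate DMSO average so 100% = DMSO; lower means less RPL19A-GFP as with rapamycin TOR inhibition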
MEP2-GFP yeast = alters MEP2-GFP fluorescence in TOR pathway yeast screen; S. cerevisiae MEP2-GFP strain, flow cytometry GFP, 3 h; 100% = DMSO control level; GFP response vs DMSO, % at 10 µM; AID 2016; 0.51% of 330,000 active;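 active means GFP response versus DMSO above a set limit, roughly screen mean plus 3 SD, cut at about 180% in these data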;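 further: median GFP fluorescence of the barcode-gated MEP2-GFP cells per well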
Starred values were filed as active, the others as inactive; . = not tested or not shown.

#	Molecule	CIT2 TOR yeast	proCasp7 act	AGP1 TOR yeast	procasp3 activ	AHR act	LAP4-GFP MLPCN	RPL19A TOR yeast	MEP2-GFP yeast
1	CCOC(=O)C1=C(c2ccccc2)NC(=O)NC1c1ccc(O)c(Cl)c1 (stereo not drawn)	97	6	100	-3	-3	86	104	101
2	O=C(NC1CCCC1)c1ccc(COCC(F)(F)F)o1	100	0	99	-1	-1	97	94	98
3	COc1ccc2[nH]c(=O)c(C(c3nnnn3C3CCCC3)N3CCN(Cc4ccc5c(c4)OCO5)CC3)cc2c1 (stereo not drawn)	89	-4	95	2	2	106	97	107
4	Oc1ccc2c(c1)c1c3n2CCNC3CCC1 (stereo not drawn)	87	11	90	10	2	94	98	97
5	COC(=O)Oc1ccc(/C=N/NC(=O)CN(c2ccccc2Br)S(C)(=O)=O)cc1OC	112	3	104	-3	3	91	102	104
6	CN1CCN(c2nnc(-c3ccccc3)c(-c3ccccc3)n2)CC1	99	16	115	5	0	108	100	95
7	CCCOc1ccc(-c2c(=O)n(O)c3ccccc3[n+]2[O-])cc1	95	-29	97	-20	6	108	104	97
8	CC(=O)C1=C(C)NC(SCC(=O)c2ccc(F)cc2)=C(C#N)C1c1ccco1 (stereo not drawn)	97	1	106	3	64*	103	96	102
9	OC(COc1ccc2ccccc2c1)CN1CCN(c2ccc(F)cc2)CC1 (stereo not drawn)	111	3	112	4	-2	107	111	107
10	O=C(CSc1nc2ccccc2c(=O)n1-c1ccc(F)cc1)Nc1ccc(N2CCOCC2)cc1	104	-1	102	-5	1	87	107	100
11	O=C(CSc1ccc(-c2ccc(-n3cccn3)cc2)nn1)Nc1ccc([N+](=O)[O-])cc1	95	2	109	3	-2	105	95	99
12	O=C(Cn1cc(-c2nnnn2-c2ccc(Cl)cc2)c(=O)c2ccccc21)c1ccccc1	95	0	104	10	3	90	98	101
13	CC(C)N(c1ccccc1)c1ccc(NC(=O)CCl)cc1	86	-9	92	5	2	84	91	89
14	O=[N+]([O-])c1ccccc1S(=O)(=O)n1cnc2ccccc21	102	-7	99	4	1	97	102	97
15	O=c1cc2c(nn1Cc1ccc(F)cc1)-c1ccccc1CC2	84	-2	91	-1	6	90	94	95

(further entries)
#	Molecule	CIT2 TOR yeast	proCasp7 act	AGP1 TOR yeast	procasp3 activ	AHR act	LAP4-GFP MLPCN	RPL19A TOR yeast	MEP2-GFP yeast
16	Cc1ccccc1NC(=O)CSc1nc(COc2ccccc2)nc2ccccc12	96	6	95	-1	4	109	98	104
17	COc1ccc(C(=O)Nc2ccc3nc4n(c(=O)c3c2)CCCC4)cc1[N+](=O)[O-]	86	-1	89	1	2	91	102	101
18	CCn1c(C)nc2cc(S(=O)(=O)N3CCCCC3)ccc21	106	-2	102	1	1	101	98	96
19	O=C(Cn1nc(-c2ccccc2)ccc1=O)NCc1ccc(F)cc1	110	7	101	2	2	108	106	100
20	O=C(Cc1ccc(F)cc1)Nc1ccc(F)c([N+](=O)[O-])c1	.	-3	95	4	-3	87	91	87
21	Cc1nnc(NC(=O)Cc2cccs2)s1	67	-2	79	8	19	91	109	98
22	COc1ccc(NC(=O)c2sccc2OS(=O)(=O)N(C)C)cc1	102	-5	100	-8	6	109	95	98
23	CCOC(=O)c1cc2n(c1/N=C/N(C)C)-c1ccccc1C2=O	95	-8	91	3	24	119	88	110
24	O=C1[C@@H]2C(Cc3ccc(O)cc3)NC3(C(=O)Nc4ccc(F)cc43)[C@@H]2C(=O)N1c1ccccc1 (stereo partly drawn)	108	3	106	6	8	104	102	108
25	N#Cc1ccc(NC(=O)C2=COCCO2)cc1	87	0	96	7	4	98	94	95
26	Cc1ccc(C(=O)Oc2cccnc2)cc1[N+](=O)[O-]	97	-12	104	6	-2	101	105	104
27	Cc1onc(-c2ccccc2Cl)c1C(=O)N1CCN(c2ccc(F)cc2)CC1	103	8	103	-3	0	92	97	99
28	CC1CCCCN1CCNC(=O)C1CCN(S(=O)(=O)N2CCCCC2)CC1 (stereo not drawn)	106	0	104	-7	2	90	98	97
29	Oc1ccc(Cl)cc1CNCc1ccc(Cl)cc1	97	4	100	6	1	90	101	102
30	COCC(C)n1c(C)cc(C(=O)COC(=O)c2ccc(N3CCCC3=O)cc2)c1C (stereo not drawn)	96	6	94	0	-4	98	94	102

Further entries.
#	Molecule	CIT2 TOR yeast	proCasp7 act	AGP1 TOR yeast	procasp3 activ	AHR act	LAP4-GFP MLPCN	RPL19A TOR yeast	MEP2-GFP yeast
31	CC1CCCN(C(=O)CN2CCC(c3nc4ccc(Cl)cc4[nH]3)CC2)C1 (stereo not drawn)	98	-10	100	-3	0	104	98	95
32	COc1cc2c(cc1OC)CN(C(=O)c1ccc(S(=O)(=O)N(C)c3ccccc3)cc1)CC2	80	6	85	4	8	96	89	94
33	COCCN1C(=O)C(O)=C(C(C)=O)C1c1ccc(F)cc1 (stereo not drawn)	97	3	100	5	-2	99	96	102
34	Cc1ccc(NC(=O)CS(=O)CC(=O)NCC2OCCc3ccccc32)c(C)c1 (stereo not drawn)	95	14	100	-10	14	92	96	98
35	CCN(CCCCCCN)c1ccc2c(=O)[nH][nH]c(=O)c2c1	115	-2	107	-3	-1	107	105	105
36	CCc1nc2ccccc2c(C(=O)Nc2ccc(C)cc2)c1C	97	.	100	.	.	100	99	99
37	O=C(C1=C[C@@H](C2CCCCC2)C[C@@H](OCc2ccc(CO)cc2)O1)N1CCN(Cc2ccccc2)CC1	90	-3	89	2	0	105	97	99
38	OCCC1CN(Cc2ccccc2-c2ccco2)CCN1Cc1ccccc1 (stereo not drawn)	106	5	101	-4	8	92	100	97
39	Cc1nn(C)c(NC(=O)c2ccc([N+](=O)[O-])cc2)c1Cl	101	-3	110	1	0	136	96	99
40	CC1CCc2sc(C(=O)N3CCN(c4ncccn4)CC3)cc2C1 (stereo not drawn)	91	-3	94	8	4	92	100	101
41	O=C1c2cccc3cccc(c23)C(=O)N1c1cccnc1	106	1	94	0	16	74	95	94
42	O=C(CSc1ncn[nH]1)OCN1C(=O)c2ccccc2C1=O	89	0	95	-4	-1	79	86	77
43	c1cnc(SCCOc2cccc3ccccc23)nc1	93	15	93	4	8	103	93	93
44	O=C(O)CCn1cc(/C=C/C(=O)c2ccc(Cl)cc2)c(-c2cccc(Br)c2)n1	87	7	93	-2	-3	137	93	111
45	CCOc1ccccc1NC(=O)CCN1CCN(S(=O)(=O)c2ccc(Br)cc2)CC1	96	4	95	-13	5	95	94	93

Entries above that bear a hit mark in AHR act:
# | Compound | CIT2 TOR yeast | AGP1 TOR yeast | procasp3 activ | AHR act | LAP4-GFP MLPCN | RPL19A TOR yeast | MEP2-GFP yeast
8 | CC(=O)C1=C(C)NC(SCC(=O)c2ccc(F)cc2)=C(C#N)C1c1ccco1 (stereo not drawn) | 97 | 106 | 3 | 64* | 103 | 96 | 102

Additional records:
#	Molecule	CIT2 TOR yeast	proCasp7 act	AGP1 TOR yeast	procasp3 activ	AHR act	LAP4-GFP MLPCN	RPL19A TOR yeast	MEP2-GFP yeast
46	N#CCCn1cc(C(=O)Nc2ccc(C(=O)O)cc2)c(-c2ccc([N+](=O)[O-])cc2)n1	.	0	86	-9	-1	85	85	95
47	O=C(Nc1cc(S(=O)(=O)N2CCOCC2)ccc1Cl)c1ccncc1	111	8	99	-3	0	106	96	100
48	O=C(CCCNS(=O)(=O)c1ccc(F)cc1)Nc1ccc(F)cc1	104	-7	95	-9	-2	90	95	96
49	CCc1ccccc1NC(=S)NCc1cccn1C	88	-1	94	7	2	87	113	100
50	Cc1ccc(C(=O)OCC(=O)Nc2ccccc2)cc1NC(=O)c1ccco1	101	-7	102	0	4	99	99	98
51	Cc1onc(-c2ccccc2)c1C(=O)NC(=S)NNC(=O)c1ccc(O)cc1O	101	-14	96	-11	5	117	101	115
52	CCSc1nnc(SCC(=O)NC2CCCCC2)s1	100	6	109	5	1	105	106	100
53	CCOC(=O)C1(Cc2ccc(Cl)cc2)CCN(C(=O)CCc2ccncc2)CC1	105	14	103	8	5	92	106	107
54	COC(=O)[C@]1(C)N[C@H](CN(C)C(=O)c2ccccc2)[C@@H]2C(=O)N(Cc3ccccc3)C(=O)[C@@H]21	89	2	107	6	1	109	108	105
55	Cc1ccccc1S(=O)c1ccccc1C(=O)O (stereo not drawn)	92	-15	98	-12	1	96	97	98
56	CCC1(c2ccc(Cl)cc2)NC(=S)N(c2ccccc2)N1 (stereo not drawn)	100	-17	101	-2	80*	96	103	99
57	CCOC(=O)c1sc(N)c(C(=O)Nc2ccccc2OC)c1C	91	-14	97	-17	-2	111	90	84
58	COc1ccc(NC(=O)c2ccccc2S(=O)c2ccccc2C#N)cc1 (stereo not drawn)	87	-9	101	9	15	105	95	99
59	C=CCN(Cc1cc(OC)ccc1OC)S(=O)(=O)N(C)C	99	-7	100	5	8	101	100	105
60	COc1ccc(NC(=O)CSc2nc3ccccc3nc2N2CCOCC2)c(OC)c1	89	6	97	-8	2	106	94	98
61	Cc1cccnc1NC(=O)CCc1nnc2ccc(NCc3ccco3)nn12	101	-16	101	-9	3	94	105	106
62	CCc1noc(C)c1C(=O)Nc1ccc(C(F)(F)F)cc1	98	2	102	3	15	112	97	91
63	CC1CC(C)CN(C(=O)C(C)N2CCN(S(=O)(=O)c3ccc(Br)s3)CC2)C1 (stereo not drawn)	107	-2	104	4	0	105	96	109

Sorted by heavy-atom count (smallest number first): some entries from above
#	Molecule	CIT2 TOR yeast	proCasp7 act	AGP1 TOR yeast	procasp3 activ	AHR act	LAP4-GFP MLPCN	RPL19A TOR yeast	MEP2-GFP yeast
55	Cc1ccccc1S(=O)c1ccccc1C(=O)O (stereo not drawn)	92	-15	98	-12	1	96	97	98
52	CCSc1nnc(SCC(=O)NC2CCCCC2)s1	100	6	109	5	1	105	106	100
56	CCC1(c2ccc(Cl)cc2)NC(=S)N(c2ccccc2)N1 (stereo not drawn)	100	-17	101	-2	80*	96	103	99
57	CCOC(=O)c1sc(N)c(C(=O)Nc2ccccc2OC)c1C	91	-14	97	-17	-2	111	90	84
48	O=C(CCCNS(=O)(=O)c1ccc(F)cc1)Nc1ccc(F)cc1	104	-7	95	-9	-2	90	95	96
47	O=C(Nc1cc(S(=O)(=O)N2CCOCC2)ccc1Cl)c1ccncc1	111	8	99	-3	0	106	96	100
63	CC1CC(C)CN(C(=O)C(C)N2CCN(S(=O)(=O)c3ccc(Br)s3)CC2)C1 (stereo not drawn)	107	-2	104	4	0	105	96	109
50	Cc1ccc(C(=O)OCC(=O)Nc2ccccc2)cc1NC(=O)c1ccco1	101	-7	102	0	4	99	99	98
53	CCOC(=O)C1(Cc2ccc(Cl)cc2)CCN(C(=O)CCc2ccncc2)CC1	105	14	103	8	5	92	106	107
46	N#CCCn1cc(C(=O)Nc2ccc(C(=O)O)cc2)c(-c2ccc([N+](=O)[O-])cc2)n1	.	0	86	-9	-1	85	85	95
60	COc1ccc(NC(=O)CSc2nc3ccccc3nc2N2CCOCC2)c(OC)c1	89	6	97	-8	2	106	94	98
54	COC(=O)[C@]1(C)N[C@H](CN(C)C(=O)c2ccccc2)[C@@H]2C(=O)N(Cc3ccccc3)C(=O)[C@@H]21	89	2	107	6	1	109	108	105
